DNMT1 inh = inhibitors of human DNMT1. P26358. inhibition (reported as % activation of signal), % at 10 µM. DNMT1 molecular beacon, Hinp1I cleavage, fluorescence. 0.83% of 360,000 active; in the data active = inhibition above about 50%
NadD block = NadD (S. aureus) enzyme inhibition | purified NadD enzyme, colorimetric absorbance read-out | inhibition, % at 20 µM | 0.78% of 360,000 active | AID 602399; in the data active = inhibition above about 26%; note: some compounds past the cut are filed as inactive
Scp1 inh = inhibitors of human Scp-1 phosphatase. inhibition, % at 20 µM. 0.88% of 340,000 active. AID 493091. Recombinant Scp1, phosphopeptide, malachite green phosphate absorbance;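 active = inhibition above about 50% at 20 µM, limit read from the data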;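 note: plate controls were DMSO wells with enzyme for no effect and wells lacking enzyme for full effect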
Target sequence (Q9GZU7 76-261 limits assumed): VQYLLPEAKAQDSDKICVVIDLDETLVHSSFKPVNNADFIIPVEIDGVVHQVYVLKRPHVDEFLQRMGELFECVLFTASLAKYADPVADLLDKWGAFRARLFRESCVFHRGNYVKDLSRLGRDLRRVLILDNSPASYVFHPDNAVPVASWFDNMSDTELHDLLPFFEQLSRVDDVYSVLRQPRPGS
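Test system: SCP-1 catalytic domain; Buffer or medium: Acidic Tris acetate buffer with magnesium and detergent; Also added: Phosphorylated 17-residue peptide substrate; Compound: single 20 µM dose, 1% DMSO; Schedule: enzyme reaction 45 min at room temperature, colour 5 min, stabilisation 30 min; Signal: Phosphate-binding colour reagent, absorbance read at 630 nm.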
Rpn11 block = inhibitors of human proteasome Rpn11 | O00487 | human 26S proteasome, Ub4-pepOG fluorescence polarization; 20S core pre-blocked with epoxomicin | calls only at 20 µM | 0.59% of 360,000 active | AID 588493;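 active = inhibition at 20 µM, scaled to each plate's controls, above about 33%, limit read from the data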
Target sequence (O00487 whole entry, looked up): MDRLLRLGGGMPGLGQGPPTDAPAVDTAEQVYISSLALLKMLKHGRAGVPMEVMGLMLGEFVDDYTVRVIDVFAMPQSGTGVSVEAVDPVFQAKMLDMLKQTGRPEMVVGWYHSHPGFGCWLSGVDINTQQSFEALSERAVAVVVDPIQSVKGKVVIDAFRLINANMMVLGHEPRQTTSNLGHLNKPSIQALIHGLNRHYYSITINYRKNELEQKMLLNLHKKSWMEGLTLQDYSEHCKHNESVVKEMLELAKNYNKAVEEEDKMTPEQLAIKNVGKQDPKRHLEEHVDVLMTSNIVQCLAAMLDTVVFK
CSN deneddyl inh = inhibitors of human CSN-mediated cullin deneddylation | Q92905 | 0.38% of 360,000 active | Purified CSN, SCF-Nedd8-OG deneddylation, fluorescence polarization | inhibition, % at 12.5 µM | AID 651999;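 active = pattern-corrected inhibition above about 35%, with an unprinted fluorescence ratio check between 0.5 and 1.5, limit read from the data, passing the limit was not always enough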;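 note: 0% = enzyme with substrate and 100% = substrate without enzyme; some results filed as inactive read as strong as hits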
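assay system = purified human Csn5 enzyme expressed in HEK293T cells | amount = 0.24 nM enzyme | buffer or medium = Tris/NaCl/DTT buffer, pH 7.5 | reagent = 10 nM SCFSkp2-Nedd8OG | compound = one concentration, 12.5 µM, 0.25% DMSO | times = 90 min reaction at room temperature | signal = FP | read-out basis = % inhibition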
LMPTP block = blocks human LMPTP phosphatase; recombinant LMPTP-A, OMFP fluorogenic substrate, fluorescence intensity; AID 651560; 0.22% of 360,000 active; inhibition, % at 20 µM; P24666;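 active = compounds that cut the enzyme signal by at least half of the control window in the single-dose screen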;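 note: plate controls were DMSO wells with enzyme plus substrate for no effect and substrate without enzyme for full effect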
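Buffer or medium: Bis-Tris pH 6.0, DTT, detergent; Assay system: LMPTP-A enzyme; Quantity: 0.625 nM enzyme; Detection: endpoint fluorescence intensity; Times: 50 min dark incubation at room temperature; Controls: substrate-only low control, DMSO enzyme-plus-substrate high control; Doses: single 20 µM dose; Read-out: percent inhibition versus substrate-only and uninhibited controls; Reagent: 400 µM OMFP.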
SUMO1-SIM PPI = alters human SUMO1 binding to SIM partners | P63165 | SUMO1 binding to a labelled peptide, TR-FRET, 1 h | inhibition, % at 20 µM | 0.33% of 360,000 active; in the data active = inhibition above about 37%
STEP block = inhibitors of human striatal-enriched phosphatase STEP; recombinant STEP, OMFP fluorogenic substrate, fluorescence; inhibition, % at 20 µM; 0.25% of 360,000 active; P54829;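 active = inhibition at 20 µM, scaled per plate between control wells, above about 37%, limit read from the data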;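 note: 0% = DMSO with enzyme and substrate and 100% = substrate only without enzyme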
Target sequence (P54829 whole entry, looked up): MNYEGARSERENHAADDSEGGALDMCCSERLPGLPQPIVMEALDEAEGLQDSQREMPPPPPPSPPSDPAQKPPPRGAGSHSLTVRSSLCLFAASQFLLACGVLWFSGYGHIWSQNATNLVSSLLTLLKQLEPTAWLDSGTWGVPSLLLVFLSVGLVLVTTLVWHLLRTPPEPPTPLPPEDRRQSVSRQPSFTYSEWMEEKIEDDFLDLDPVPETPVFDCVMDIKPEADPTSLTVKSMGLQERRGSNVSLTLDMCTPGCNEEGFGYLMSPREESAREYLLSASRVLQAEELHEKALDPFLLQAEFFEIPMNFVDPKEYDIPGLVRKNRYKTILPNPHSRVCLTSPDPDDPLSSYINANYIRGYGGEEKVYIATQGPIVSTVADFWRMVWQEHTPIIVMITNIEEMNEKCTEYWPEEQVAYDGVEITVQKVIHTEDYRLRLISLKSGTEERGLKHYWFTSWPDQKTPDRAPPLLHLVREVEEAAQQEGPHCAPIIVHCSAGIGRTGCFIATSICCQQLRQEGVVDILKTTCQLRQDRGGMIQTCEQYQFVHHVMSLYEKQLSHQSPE
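Test system: STEP tyrosine phosphatase / Reagent: OMFP at 25 µM / Doses: 20 µM, 1% DMSO / Read-out: percent inhibition scaled to no-enzyme and uninhibited-enzyme controls, plate-pattern corrected / Detection: FITC-channel fluorescence of OMFP product / Medium: Bis-Tris buffer pH 6.0, 2.5 mM DTT, 0.005% Tween 20 / Schedule: 20 min at room temperature, dark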
PABP1 MLLE inh = blocks PAM2 peptide binding to the PABP1 MLLE domain | GST-MLLE / FITC-PAM2 fluorescence polarization | P11940 | 0.36% of 360,000 active | inhibition, % at 20 µM; in the data active = inhibition above about 35%, passing the limit was not always enough;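 note: plate controls were DMSO wells with GST-MLLE for no effect and wells lacking GST-MLLE protein for full effect; some results filed as inactive read as strong as hits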
TbMetRS inhib = blocks T. brucei methionyl-tRNA synthetase activity. purified T. brucei MetRS, ATP depletion, Kinase-Glo luminescence. inhibition, % at 11.9 µM. 0.4% of 360,000 active. AID 624268;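 active = inhibition above a per-plate cutoff of the control wells' mean inhibition plus 3 SD, cut at about 5.5% in these data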;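 note: 0% = DMSO wells median and 100% = median of wells with control inhibitor compound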
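Measured by: Kinase-Glo luciferase luminescence reporting remaining unconsumed ATP. Material: purified T. brucei MetRS enzyme. Doses: 11.9 µM compound single dose, 0.9% DMSO. Medium: HEPES buffer containing pyrophosphatase, BSA, spermine, DTT. Times: 15 min preincubation, 2 h reaction, all 25 °C. Reagent: methionine, ATP and bulk E. coli tRNA.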
Active calls of the source: *.

Cc1ccc(-c2nnc(N3CCOCC3)c3ccccc23)cc1S(=O)(=O)NCC1CCCO1 (stereo not drawn) was read as DNMT1 inh -4.1, NadD block -2.5, Scp1 inh 14.7, Rpn11 block inactive, CSN deneddyl inh -2.6, LMPTP block 0.2, SUMO1-SIM PPI 8.9, STEP block 0.6, PABP1 MLLE inh -6.5 and TbMetRS inhib -0.5.
For COc1cc(NC(=O)c2ccco2)c(OC)cc1NC(=O)CCC(=O)Nc1cc(C)ccc1C the results were DNMT1 inh -8.5, NadD block -3.3, Scp1 inh -2.4, Rpn11 block inactive, CSN deneddyl inh -3.2, LMPTP block -0.9, SUMO1-SIM PPI 3.5, STEP block 3.7, PABP1 MLLE inh 21.2 and TbMetRS inhib -0.4.
Cc1cccc(OCC(=O)NCc2ccccc2)c1 was read as DNMT1 inh 3.5, NadD block -5.9, Scp1 inh -2.8, Rpn11 block inactive, CSN deneddyl inh -5.8, LMPTP block -0.4, SUMO1-SIM PPI 2.9, STEP block 0.5, PABP1 MLLE inh -4.0 and TbMetRS inhib -0.7.
For O=C(NCCN1CCOCC1)c1cccc(NS(=O)(=O)c2ccc(Br)cc2)c1 the results were DNMT1 inh 1.9, NadD block -3.7, Scp1 inh -1.9, Rpn11 block inactive, CSN deneddyl inh -1.0, LMPTP block -1.7, SUMO1-SIM PPI -0.2, STEP block -2.3, PABP1 MLLE inh 7.8 and TbMetRS inhib -0.3.
`Cn1nccc1NC(=O)Nc1cccc(Br)c1` gave DNMT1 inh 4.3, NadD block 1.0, Scp1 inh -3.4, Rpn11 block inactive, CSN deneddyl inh 3.8, LMPTP block -0.1, SUMO1-SIM PPI 1.9, STEP block 0.1, PABP1 MLLE inh -2.1 and TbMetRS inhib 2.1.
`FC(F)Oc1ccc(N=C2SCC3CCCCN23)cc1` (stereo not drawn) gave DNMT1 inh -2.0, NadD block -3.1, Scp1 inh -5.3, Rpn11 block inactive, CSN deneddyl inh -1.6, LMPTP block -0.5, SUMO1-SIM PPI -0.1, STEP block 18.2, PABP1 MLLE inh -1.1 and TbMetRS inhib 0.9.
For CS(=O)(=O)Nc1ccccc1C(=O)Nc1ccccc1Cl the results were DNMT1 inh 2.2, NadD block -2.7, Scp1 inh -7.4, Rpn11 block inactive, CSN deneddyl inh 2.2, LMPTP block 0.2, SUMO1-SIM PPI -3.1, STEP block -7.6, PABP1 MLLE inh -2.3 and TbMetRS inhib -3.2.
COc1ccc(OC)c(NC(=O)CSc2nnc(CNc3ccc(F)cc3)o2)c1 was read as DNMT1 inh -4.9, NadD block -6.9, Scp1 inh -5.0, Rpn11 block inactive, CSN deneddyl inh 1.9, LMPTP block -0.8, SUMO1-SIM PPI -0.6, STEP block -1.9, PABP1 MLLE inh 1.6 and TbMetRS inhib -0.9.
`Cc1cc([N+](=O)[O-])ccc1NC(=O)CCC(=O)N1CCCC1` gave DNMT1 inh -0.9, NadD block -1.5, Scp1 inh -8.3, Rpn11 block inactive, CSN deneddyl inh 0.2, LMPTP block 0.8, SUMO1-SIM PPI -16.2, STEP block 0.6, PABP1 MLLE inh 15.6 and TbMetRS inhib 0.1.
Screening CC(=O)Nc1ccc(S(=O)(=O)NCc2nnnn2-c2ccc(Cl)cc2)cc1 returned DNMT1 inh 4.3, NadD block -5.9, Scp1 inh -5.7, Rpn11 block inactive, CSN deneddyl inh -1.3, LMPTP block 0.0, SUMO1-SIM PPI 5.7, STEP block -1.5, PABP1 MLLE inh 2.6 and TbMetRS inhib -0.2.

The closing two records of the section before lead into the next:
`Cc1cc([N+](=O)[O-])ccc1NC(=O)CCC(=O)N1CCCC1` gave DNMT1 inh -0.9, NadD block -1.5, Scp1 inh -8.3, Rpn11 block inactive, CSN deneddyl inh 0.2, LMPTP block 0.8, SUMO1-SIM PPI -16.2, STEP block 0.6, PABP1 MLLE inh 15.6 and TbMetRS inhib 0.1.
Screening CC(=O)Nc1ccc(S(=O)(=O)NCc2nnnn2-c2ccc(Cl)cc2)cc1 returned DNMT1 inh 4.3, NadD block -5.9, Scp1 inh -5.7, Rpn11 block inactive, CSN deneddyl inh -1.3, LMPTP block 0.0, SUMO1-SIM PPI 5.7, STEP block -1.5, PABP1 MLLE inh 2.6 and TbMetRS inhib -0.2.
`CS(=O)(=O)Nc1cccc(S(=O)(=O)N2CCN(C(=O)c3ccccc3)CC2)c1` gave DNMT1 inh 0.8, NadD block -9.1, Scp1 inh -5.2, Rpn11 block inactive, CSN deneddyl inh 0.8, LMPTP block -1.4, SUMO1-SIM PPI -2.6, STEP block 2.9, PABP1 MLLE inh 2.0 and TbMetRS inhib -0.7.
Screening CCOC(=O)[C@]12CCCC=C1N(Cc1ccc(Cl)cc1Cl)C(=O)[C@H](CC(=O)N1CCC(c3ccccc3)CC1)C2 returned NadD block 17.1, CSN deneddyl inh -2.1, LMPTP block 7.6, SUMO1-SIM PPI 3.1 and TbMetRS inhib -0.4.
Screening O=C(NCCCn1ccnc1)c1[nH]c(C(F)(F)F)nc1-c1ccccc1 returned DNMT1 inh 7.1, NadD block -4.9, Rpn11 block inactive, CSN deneddyl inh -0.4, LMPTP block -8.8, SUMO1-SIM PPI 10.1, STEP block 0.4, PABP1 MLLE inh 2.1 and TbMetRS inhib -0.8.
For O=C(NCCC(=O)N1CCC2(CC1)NCCc1[nH]cnc12)c1ccc(Br)cc1 the results were DNMT1 inh 1.0, NadD block -3.9, Scp1 inh -9.1, Rpn11 block inactive, CSN deneddyl inh -0.9, LMPTP block 0.4, SUMO1-SIM PPI -2.2, STEP block 3.2, PABP1 MLLE inh -5.1 and TbMetRS inhib -0.1.
CC1CCC(CN2C(Nc3ccccc3)=NC[C@@H]2Cc2ccccc2)CC1 (stereo partly drawn) was read as DNMT1 inh 7.9, NadD block -4.0, Scp1 inh 1.2, Rpn11 block inactive, CSN deneddyl inh -4.1, LMPTP block -0.4, SUMO1-SIM PPI -3.2, STEP block 2.7, PABP1 MLLE inh 3.7 and TbMetRS inhib -0.5.
Screening O=c1c2cnn(-c3ccccc3)c2ncn1Cc1ccccc1 returned DNMT1 inh -2.2, NadD block -5.9, Scp1 inh -4.3, Rpn11 block inactive, CSN deneddyl inh 2.9, LMPTP block 0.8, SUMO1-SIM PPI -2.7, STEP block 1.0, PABP1 MLLE inh 3.8 and TbMetRS inhib -1.7.
`CCCCCCOc1ccc(N2C(=O)CC(N3CCC(C(=O)OCC)CC3)C2=O)cc1` (stereo not drawn) gave DNMT1 inh 6.0, NadD block -5.7, Scp1 inh 3.1, Rpn11 block inactive, CSN deneddyl inh 5.3, LMPTP block 0.0, SUMO1-SIM PPI -4.0, STEP block -1.8, PABP1 MLLE inh 3.4 and TbMetRS inhib -1.1.
For Cc1ccc(Cn2ccc(NC(=O)c3cc(-c4cccc(Cl)c4)on3)n2)cc1 the results were DNMT1 inh 17.4, NadD block -3.4, Scp1 inh -4.4, Rpn11 block inactive, CSN deneddyl inh 5.0, LMPTP block 2.4, SUMO1-SIM PPI 6.7, STEP block -0.1, PABP1 MLLE inh -5.8 and TbMetRS inhib -0.5.
`O=C(NCc1ccc(Cl)cc1)c1cccc(NC2=NC3CS(=O)(=O)CC3S2)c1` (stereo not drawn) gave DNMT1 inh -1.5, NadD block 1.2, Scp1 inh -14.6, Rpn11 block inactive, CSN deneddyl inh -4.1, LMPTP block -0.1, SUMO1-SIM PPI 2.5, STEP block 2.0, PABP1 MLLE inh -123.9 and TbMetRS inhib 0.7.
CCN(CC)S(=O)(=O)c1ccc(OC)c(NC(=O)c2ccc(N3CCCC3=O)cc2)c1 was read as DNMT1 inh -0.6, NadD block 2.3, Scp1 inh -12.7, Rpn11 block inactive, CSN deneddyl inh -3.9, LMPTP block -0.8, SUMO1-SIM PPI 5.2, STEP block -2.9, PABP1 MLLE inh -4.1 and TbMetRS inhib 0.0.
For CCOC(=O)CNC(=O)CSc1nnc(Cn2c(=O)sc3ccccc32)n1C the results were DNMT1 inh -0.2, NadD block 0.9, Scp1 inh -15.5, Rpn11 block inactive, CSN deneddyl inh -3.2, LMPTP block -2.0, SUMO1-SIM PPI 0.4, STEP block -1.9, PABP1 MLLE inh -3.3 and TbMetRS inhib 2.6.
N#Cc1nc(COc2ccc(F)cc2)oc1N1CCN(Cc2ccccc2)CC1 was read as DNMT1 inh -4.5, NadD block -2.2, Scp1 inh 7.6, Rpn11 block inactive, CSN deneddyl inh 1.1, LMPTP block 0.2, SUMO1-SIM PPI -1.6, STEP block 0.4, PABP1 MLLE inh 1.8 and TbMetRS inhib -0.9.
`CCc1ccc(S(=O)(=O)N/N=C\c2ccc3c(c2)OCO3)cc1` gave DNMT1 inh 0.5, NadD block -3.7, Scp1 inh 7.0, Rpn11 block inactive, CSN deneddyl inh -2.9, LMPTP block 0.9, SUMO1-SIM PPI -2.2, STEP block -0.6, PABP1 MLLE inh -39.2 and TbMetRS inhib -0.4.
`CCOC(=O)N1CCN(CCC(=O)Nc2ccccc2)CC1` gave DNMT1 inh 1.4, NadD block -1.7, Scp1 inh -3.9, Rpn11 block inactive, CSN deneddyl inh -1.7, LMPTP block -1.0, SUMO1-SIM PPI -2.9, STEP block -1.3, PABP1 MLLE inh 7.4 and TbMetRS inhib 0.4.
Screening C/C(=N\NC(=O)Cn1c(C)nc2ccccc21)c1cccs1 returned DNMT1 inh 2.6, NadD block -4.6, Scp1 inh 5.4, Rpn11 block inactive, CSN deneddyl inh -4.4, LMPTP block 0.5, SUMO1-SIM PPI -4.7, STEP block 1.8, PABP1 MLLE inh -0.5 and TbMetRS inhib -1.0.
O=C(CCC(=O)c1ccccc1)Nc1cccnc1 was read as DNMT1 inh 0.2, NadD block -1.6, Scp1 inh 8.7, Rpn11 block inactive, CSN deneddyl inh -4.3, LMPTP block -1.4, SUMO1-SIM PPI 1.3, STEP block -3.2, PABP1 MLLE inh -3.2 and TbMetRS inhib -2.1.
